From PubChem
GAA glycogen = inhibitors or activators of human alpha-glucosidase glycogen cleavage | P10253 | recombinant GAA, glycogen substrate, Amplex Red glucose oxidase fluorescence | Potency, µM (series often up to 76.4 µM), without a hit: at the top dose activity change, negative = inhibition, usual class: inhibitors | 300,000 tested, 0.38% active;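 note: potency is the fitted concentration of half-maximal effect; 0% = full enzyme reaction and -100% = no-enzyme basal signal; the screen sought inhibitors and activators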
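Natural-substrate format: glycogen cleavage by 4 nM human enzyme, glucose read by Amplex Red coupling (Ex 573, Em 610 nm). Normalized to enzyme and no-enzyme controls.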
CBFb-RUNX1 inh = CBF-beta/RUNX1 interaction disruption; Q01196+Q13951; AlphaScreen CBFb-His/RUNX1-biotin binding, biochemical; Potency, µM (highest dose often 59.8 µM), inactives show at the highest dose activity, negative = inhibition, most hits filed as inhibitors; 230,000 tested, under 10 active; note: % of control where 0% means no effect
Target sequence (Q01196 whole entry, looked up): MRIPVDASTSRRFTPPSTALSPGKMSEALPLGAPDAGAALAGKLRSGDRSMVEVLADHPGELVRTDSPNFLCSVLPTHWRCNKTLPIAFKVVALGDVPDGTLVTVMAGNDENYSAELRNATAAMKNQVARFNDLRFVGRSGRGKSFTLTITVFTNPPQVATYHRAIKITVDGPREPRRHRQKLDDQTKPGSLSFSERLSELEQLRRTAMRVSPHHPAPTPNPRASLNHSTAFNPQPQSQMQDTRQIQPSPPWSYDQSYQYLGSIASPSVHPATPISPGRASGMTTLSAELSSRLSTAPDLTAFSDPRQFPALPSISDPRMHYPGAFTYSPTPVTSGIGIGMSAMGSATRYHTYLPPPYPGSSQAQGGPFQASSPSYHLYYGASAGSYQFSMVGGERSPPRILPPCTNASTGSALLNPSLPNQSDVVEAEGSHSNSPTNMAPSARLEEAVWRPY
Target sequence (Q13951 whole entry, looked up): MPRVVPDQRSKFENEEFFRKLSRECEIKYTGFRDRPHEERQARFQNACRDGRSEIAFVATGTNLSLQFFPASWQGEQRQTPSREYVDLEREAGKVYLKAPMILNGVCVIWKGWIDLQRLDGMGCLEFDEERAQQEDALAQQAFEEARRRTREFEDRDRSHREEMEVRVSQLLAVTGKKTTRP
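AlphaScreen proximity signal reports loss of binding between His-tagged CBF-beta and biotin-labelled RUNX1, each at 30 nM. Proteins are pre-associated for 20 minutes, compounds added for 15 minutes, then beads for 90 minutes, all at ambient temperature.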
HttQ103 aggreg = reduces HttQ103-GFP aggregates in PC12 cells; PC12 HttQ103-GFP aggregates, Acumen cytometry, 40 h; Potency, µM (top dose mostly 46.1 µM), inactives show at the highest dose activity change, negative = inhibition, most hits filed as inhibitors; 220,000 tested, 1.1% active; note: potency is the fitted concentration of half-maximal effect; % is set by controls: 0 for no effect and ±100 for the full control effect; nearly all actives have a fitted effect of over 60% in size
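Steps: seed 1500 PC12 HTTQ103-GFP cells/well; add tebufenozide, 100 nM final; add compound titration; add ATPLite reagent; quantify GFP aggregates by laser scanning cytometry.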
HTT ATP protect = cytoprotection in Huntington HTT-Q103 PC12 cell model | PC12 HTT-Q103 induced, cytoprotection, ATP luminescence, 40 h | AID 1471 | Potency, µM (series often up to 56.4 µM), inactives show cytoprotection (ATP increase), usual class: activators | 230,000 tested, 0.14% active;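 note: potency is the fitted concentration of half-maximal effect; % of control where 0% means no effect; nearly all actives have a fitted effect of over 45% in size; toxic huntingtin expression switched on by the ecdysone agonist tebufenozide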
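Cells were plated at 1500 per well in phenol red-free DMEM with 5% equine and 5% calf serum. Tebufenozide (100 nM final) and compounds were added, then ATPlite reagent, and luminescence was read.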
Lamin A splicing = modulators of lamin A splicing. HeLa LMNA splicing GFP/RFP minigene ratio, 48 h. Potency, µM (doses to about 46.1 µM), without a hit: top-dose ratio change, negative = inhibition, actives largely listed as inhibitors. 200,000 tested, 0.01% active. AID 1487; active = well fitted inhibition curve with a large enough effect in the signal ratio, with a control signal flat, not every such curve was filed as active; inconclusive = small, poorly fitted or top-dose-only effect, or effect the other way, or a change in a side signal; the % refers to the signal ratio; note: potency is the fitted concentration of half-maximal effect; % is set by controls: 0 for no effect and ±100 for the full control effect
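Read-out is the ratio of GFP to DsRed2 object intensity, acquired by 488 nm laser-scanning cytometry on HeLa lamin A-EGFP minigene reporter cells. Compound incubation 48 hrs at 37 °C in Opti-MEM with 2% FBS; DMSO 0.5% final.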
GAA spleen mod = lysosomal alpha-glucosidase (human) modulation | P10253 | human spleen homogenate, 4-MU-alpha-glucoside fluorescence | Potency, µM (highest dose often 79.9 µM), for the others: at the top dose activity change, negative = inhibition, usual class: inhibitors | 240,000 tested, 0.006% active | AID 2112;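 note: potency is the fitted concentration of half-maximal effect; 0% = enzyme with vehicle and -100% = no enzyme basal signal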
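Enzyme source: human spleen homogenate, 1 ug/well. Buffer 50 mM citric acid/K phosphate pH 5.0, 0.01% Tween-20. 4-MU-alpha-glucoside 1 mM; 37 C x 40 min; NaOH/glycine stop; fluorescence.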
GAA inhib = blocks human lysosomal alpha-glucosidase; Potency, µM (series often up to 76.9 µM), for the others: at the top dose activity change, negative = inhibition, hits mostly inhibitors; 200,000 tested, 0.005% active; P10253; purified human GAA, 4-MU-alpha-glucoside fluorescence; AID 1466;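 note: potency is the fitted concentration of half-maximal effect; plate controls were uninhibited enzyme wells for no effect and no-enzyme background for full effect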
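Activity normalized between no-enzyme (basal) and enzyme-only wells. Conditions: 4 nM human enzyme, 400 uM fluorogenic substrate, citrate/phosphate pH 5.0 with Tween-20, 20 min room temperature, compounds up to 77 uM.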
* marks the source's active call; other numbers are inactive results; ? = inconclusive; . = no result given; [ ] = another dose, or the depositor's remark. Unless noted, calls come from the whole dose curve; as a rule, active = well fitted curve in the direction sought with a large enough effect; inconclusive = small, poorly fitted or top-dose-only effect, or another doubt; inactive = no such curve, though single readings can be large; an effect the other way counts as inactive or inconclusive.

SMILES	GAA glycogen	CBFb-RUNX1 inh	HttQ103 aggreg	HTT ATP protect	Lamin A splicing	GAA spleen mod	GAA inhib
N#CC1CN(Cc2ccccc2)CN(Cc2ccccc2)C1	5%	15%	4%[9.22 µM]	5%[10 µM]	.	-7%	4%
Cc1cccc(NC(=O)c2nc[nH]c2C(=O)N[C@@H](Cc2ccccc2)C(=O)OC(C)(C)C)c1	-16%	1%	-11%[9.22 µM]	11%[10 µM]	.	-6%	.
Cc1cc(NC(=O)CSc2nc(CCC3CCCC3)nc3ccccc23)no1	0%	4%	15%	4%[10 µM]	?	-7%	1%
CC(=O)c1ccc(OCCCC(=O)OCc2nnc(-c3ccc(Cl)cc3)o2)cc1	2%	14%	1%[9.22 µM]	-7%[10 µM]	3%	3%	-2%
O=C(Cc1ccccc1)N1CCNCC1	2%	15%	-24%	3%	.	.	2%
C=CCN(CC=C)CCOc1ccccc1[N+](=O)[O-]	-7%	9%	7%	-34%	.	3%	3%
CCCNC(=O)C1CCN(S(=O)(=O)c2cccs2)CC1	-8%	10%	-1%	-37%	-9%[46 µM]	1%	-3%
CCOC(=O)CCc1c(C)c2ccc(OCC)c(C)c2oc1=O	-5%	1%	5%	-9%	-1%	-2%	3%
O=C(NNS(=O)(=O)c1ccc(Cl)cc1)c1cnn(-c2ccccc2)c1-n1cccc1	?	-4%	3%	-7%	9%	4%	-2%
COc1ccc(N2CCN(C(=O)c3ccc(NS(=O)(=O)c4ccccc4)cc3)CC2)cc1	3%	17%	2%	20%[1.9 µM]	?	7%	6%
CSC1=NSC2=NC(=O)/C(=C\c3cccs3)C(=N)N12	-3%	4%	?	.	?	3%	-1%
Cc1ccc(C(=O)c2cnc3cc4c(cc3c2S(=O)(=O)c2ccccc2)OCCO4)cc1	5%	1%	?	-13%[10 µM]	?	-9%	1%
CN(C)CCCNC(=O)C1CCNCC1	-9%	2%	-11%	-7%	3%	1%	-8%
O=C(COC(=O)CCSc1ccccc1Cl)NCc1ccco1	-5%	-6%	17%	-19%	-35%[46 µM]	9%	1%
[O-]/C(=C(\C(=S)Nc1cccc2ccccc12)[n+]1cccc(CO)c1)c1ccc(Cl)s1	-10%	-12%	?	-58%[inhibitor]	.	4%	?

Profiles as entered above.
Shown for N#CC1CN(Cc2ccccc2)CN(Cc2ccccc2)C1 : GAA glycogen = 5%; CBFb-RUNX1 inh = 15%; HttQ103 aggreg = 4%[9.22 µM]; HTT ATP protect = 5%[10 µM]; Lamin A splicing = .; GAA spleen mod = -7%; GAA inhib = 4%
Shown for CCOC(=O)CCc1c(C)c2ccc(OCC)c(C)c2oc1=O : GAA glycogen = -5%; CBFb-RUNX1 inh = 1%; HttQ103 aggreg = 5%; HTT ATP protect = -9%; Lamin A splicing = -1%; GAA spleen mod = -2%; GAA inhib = 3%

(continued)
SMILES	GAA glycogen	CBFb-RUNX1 inh	HttQ103 aggreg	HTT ATP protect	Lamin A splicing	GAA spleen mod	GAA inhib
CCOC(=O)N1CCN(C(=O)C2CCCCC2)CC1	6%	7%	-10%	-8%	4%	-3%	-4%
CCc1ccc(Nc2oc(C)cc(=O)c2C(C)=O)cc1	-4%	1%	-4%	-34%	2%	1%	-5%
CCOc1ccc(C2NC(=O)C(C#N)=C(S)N2c2ccc(C)cc2)cc1OC (stereo not drawn)	-7%	-6%	12%	-17%	14%	-2%	0%
Cc1cc(C)cc(NC(=O)COC(=O)[C@@H](NC(=O)c2ccco2)C(C)C)c1	0%	2%	-9%	-7%	25%[46 µM]	1%	?
Cc1nc(NCCO)c2nnn(Cc3ccccc3F)c2n1	3%	13%	-12%	-7%[10 µM]	-3%	4%	-18%
COC(=O)c1sccc1NC(=O)CSc1nnnn1-c1ccccc1F	-1%	2%	-8%	-9%[0.074 µM]	?	-13%	0%
O=C(CSc1nnc(-c2ccccc2Cl)o1)Nc1ccc2c(c1)OCCO2	2%	12%	-13%	15%[10 µM]	-12%	-2%	-11%
S=C1NC[C@H](Cc2ccccc2)N1CCc1cccc2ccccc12	0%	-6%	7%[9.22 µM]	25%[10 µM]	.	-7%	.
COCCCNC(=S)NNC(=O)c1ccc(S(=O)(=O)N2CCC(C)CC2)cc1	-23%	5%	.	.	-5%[46 µM]	4%	7%
Cc1nnc(NC(=O)CSc2nnc(CNC(=O)c3ccccc3)n2-c2ccccc2)s1	9%	11%	11%	-10%[10 µM]	-6%	-1%	5%
Cn1ncc(Cl)c1C(=O)Nc1cccnc1	13%	-4%	11%	-4%	7%	-10%	-4%
Fc1cccc2ncnc(OCc3ccccc3)c12	-1%	13%	-4%	-7%	.	-2%	0%
O=C(Cc1ccc2c(c1)CCCC2)Nc1ccccc1Cl	-11%	-5%	-13%	-20%	-10%	-8%	-9%
CCOc1cc2c3c(c1)C1(Nc4ccccc4S1)C(=O)N3C(C)(C)CC2C (stereo not drawn)	35µM*	?	-64%	-12%	-26%	-1%	-7%
NC(=O)c1cc(Br)cc2c3c([nH]c12)CCCC3	-2%	?	-7%	-21%	-6%	-1%	-3%
Cc1ccc(S(=O)(=O)NNC2=NCCCCC2)cc1	-11%	0%	28%[9.22 µM]	-17%	?	-1%	6%
O=C(CSc1nnc(-c2ccc(S(=O)(=O)N3CCCC3)cc2)o1)NCc1ccccc1	4%	2%	-6%	-12%[10 µM]	?	-5%	7%
CC(NC(=O)Cc1c(F)cccc1Cl)C1CCCO1 (stereo not drawn)	10%	-2%	-6%	22%	2%	4%	-2%
Cn1cc(Cl)c(C(=O)OCC(=O)Nc2nc(-c3ccc(Br)cc3)cs2)n1	-2%	9%	-5%	35%[10 µM]	?	-5%	0%
O=C(NCc1ccco1)C1CCCN1C(=O)NCc1ccccc1 (stereo not drawn)	-6%	3%	5%	13%	-9%	-2%	-2%
CCc1ccc(CC2(O)CC(C)N(C)CC2C)cc1 (stereo not drawn)	4%	-1%	16%	.	0%	10%	?
CCn1c(SCC(=O)Nc2ccc(S(=O)(=O)Nc3onc(C)c3C)cc2)nnc1-c1ccccc1	4%	4%	-14%	17%	-2%	0%	-14%
COCCCNC(=S)NNC(=O)c1cccnc1	?	-6%	8%	-8%	-1%	-1%	-3%
S=C(Nc1ccccc1)N1CCCN1c1ccccc1	-7%	5%	-9%[9.22 µM]	6%[10 µM]	.	-1%	.
Cc1ccc(-c2c(C)sc3ncn(CC(=O)N4CCOCC4)c(=O)c23)cc1C	-3%	0%	-24%[9.22 µM]	12%[10 µM]	.	0%	.
COc1ccc(Cc2nnc(Nc3ccc(C)cc3)o2)cc1OC	-1%	5%	-17%[9.22 µM]	-9%[10 µM]	.	0%	.
Cc1ccc(OCC(=O)N2c3ccccc3CC2C)c([N+](=O)[O-])n1 (stereo not drawn)	-1%	-7%	-2%	-22%	-4%[46 µM]	-23%	-5%
Cc1ccc(C(=O)CSc2ccc(-c3ccncc3)nn2)cc1	5%	-2%	-14%	-31%[inhibitor]	-10%[46 µM]	-3%	1%
O=C(Nc1nnc(-c2cccs2)o1)c1ccc(S(=O)(=O)N2CCOCC2)cc1	-4%	?	?	-2%[10 µM]	?	-19%	3%
O=C(CCC1CCCN(C(=O)C2CCCC2)C1)NCc1ccc(F)c(F)c1 (stereo not drawn)	11%	5%	-5%[9.22 µM]	-16%[10 µM]	.	6%	?

At a glance, part of the list above:
SMILES	GAA glycogen	CBFb-RUNX1 inh	HttQ103 aggreg	HTT ATP protect	Lamin A splicing	GAA spleen mod	GAA inhib
Cc1ccc(OCC(=O)N2c3ccccc3CC2C)c([N+](=O)[O-])n1 (stereo not drawn)	-1%	-7%	-2%	-22%	-4%[46 µM]	-23%	-5%
Cc1ccc(C(=O)CSc2ccc(-c3ccncc3)nn2)cc1	5%	-2%	-14%	-31%[inhibitor]	-10%[46 µM]	-3%	1%
O=C(Nc1nnc(-c2cccs2)o1)c1ccc(S(=O)(=O)N2CCOCC2)cc1	-4%	?	?	-2%[10 µM]	?	-19%	3%
O=C(CCC1CCCN(C(=O)C2CCCC2)C1)NCc1ccc(F)c(F)c1 (stereo not drawn)	11%	5%	-5%[9.22 µM]	-16%[10 µM]	.	6%	?

Next part:
SMILES	GAA glycogen	CBFb-RUNX1 inh	HttQ103 aggreg	HTT ATP protect	Lamin A splicing	GAA spleen mod	GAA inhib
N/C(=N\NC(=O)c1sccc1OCc1ccc(Cl)cc1Cl)c1ccccn1	-2%	1%	1.8µM*	-11%	.	-1%	3%
CCOC(=O)C1CCN(C(C)=C2C(=O)c3ccccc3C2=O)CC1	-2%	-4%	-1%	3%	-7%	0%	-5%
CCOC(=O)N1CCN(S(=O)(=O)c2cccc3nonc23)CC1	-3%	4%	-2%	-12%	-7%	-4%	-4%
COc1ccc(Br)cc1/C=C\C(=O)NCc1cccnc1	-2%	0%	9%[9.22 µM]	-24%[10 µM]	.	1%	?
CCCCC(=O)NC(NC(=O)CCCC)c1ccc(OCC(C)C)c(OC)c1	0%	-8%	2%	.	1%	2%	4%
CCOc1ccc(NC(=O)Nc2cccn(Cc3ccccc3)c2=O)cc1	2%	-19%	33%[9.22 µM]	11%[10 µM]	12%[46 µM]	-2%	?
COc1ccc(NC(=O)CSc2nnc(-c3cccnc3)n2Cc2ccco2)c(OC)c1	10%	14%	-14%	-11%	3%	3%	-1%
Cn1nnnc1SCC(=O)N1CCN(C(c2ccccc2)c2ccccc2)CC1	2%	-5%	-21%	-8%[10 µM]	-20%	5%	-3%
O=C(NCCc1ccccn1)c1ccc(NS(=O)(=O)c2ccc(F)cc2)cc1	0%	2%	?	?	?	-1%	4%
CCCS(=O)(=O)N1CCCC(C(=O)N2CCN(c3ccccn3)CC2)C1 (stereo not drawn)	1%	6%	-24%	-17%	0%	-4%	-10%
